Screens as filed in PubChem BioAssay.
PLCb3 inh = inhibitors of human phospholipase C beta3 | Q01970 | Purified PLC-beta3, fluorogenic substrate, fluorescence | inhibition, % at 12.2 µM | actives 0.18% (n = 370,000); in the data active = inhibition above about 11%;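 note: 0% = median of compound wells on plate and 100% = full blocker control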
UHRF1 MBD2 ctr = UHRF1 methyl-DNA binding inhibition; actives 0.75% (n = 370,000); UHRF1 binding to methylated oligo, TR-FRET; Q96T88; inhibition, % at 4.4 µM; in the data active = inhibition above about 21%;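 note: UHRF1 SRA domain binding a hemimethylated CpG hairpin DNA probe; 0% = median of test compound wells and 100% = reference inhibitor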
Tn6 DDE FP = inhibitors of Tn6 peptide binding to human fibrin DD(E); P02675; Fibrin DD(E) TRITC-Tn6 fluorescence polarization displacement; inhibition, % at 8.3 µM; actives 0.21% (n = 370,000); AID 720509;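 active = inhibition above a per-campaign cutoff: mean of compounds within control limits plus 3 SD, cut at about 15% in these data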;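 note: 0% = median of all compound wells on the plate and 100% = blocking peptide control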
Tn7 DDE FP = DD(E)-Tn7 binding inhibition, primary FP screen; FP displacement of FITC-Tn7 peptide from fibrin DD(E); 0% = median of compound wells per plate; AID 720508; actives 0.13% (n = 370,000); inhibition, % at 8.3 µM;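 active = inhibition above the mean of compounds falling within the control limits plus 3 SD of them, cut at about 14% in these data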;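 note: 0% = plate median of compound wells and 100% = 10 µM Aha-Tn7 peptide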
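system = human fibrin DD(E) protein | quantity = DD(E) 2 µM final | medium = Tris/NaCl/CaCl2 buffer, pH 7.8 | also added = labelled Tn7 tracer, 0.1 µM | compound dosing = single point at 8.3 µM | timing = compound with protein 10 min, then 3 h after probe, room temperature | signal = FP measurement | benchmarks = Aha-Tn7 high control | repeats = one replicate per compound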
MBD2 inh = blocks human MBD2 binding to methylated DNA; TR-FRET, MBD2 binding to methylated oligonucleotide; inhibition, % at 4.4 µM; actives 0.31% (n = 370,000); Q9UBB5; in the data active = inhibition above about 13%
Target sequence (Q9UBB5 whole entry, looked up): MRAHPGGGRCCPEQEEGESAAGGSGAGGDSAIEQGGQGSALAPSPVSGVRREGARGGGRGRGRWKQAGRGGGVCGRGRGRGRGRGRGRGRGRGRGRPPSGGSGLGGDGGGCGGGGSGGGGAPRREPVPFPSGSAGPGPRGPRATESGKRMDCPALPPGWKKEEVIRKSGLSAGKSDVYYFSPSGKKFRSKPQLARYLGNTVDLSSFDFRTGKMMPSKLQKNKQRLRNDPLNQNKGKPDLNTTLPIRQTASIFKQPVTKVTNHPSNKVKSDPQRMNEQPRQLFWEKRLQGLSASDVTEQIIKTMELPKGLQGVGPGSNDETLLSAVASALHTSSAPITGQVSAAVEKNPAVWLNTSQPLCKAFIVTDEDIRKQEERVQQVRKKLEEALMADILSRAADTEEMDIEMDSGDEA
ASAP1 GAP inh = ASAP1 ArfGAP inhibition; actives 0.19% (n = 360,000); AID 624377; Q9ULH1; inhibition, % at 16.5 µM; ASAP1-stimulated ARF1 GTP hydrolysis, GDP FP detection; in the data active = inhibition above about 25%;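 note: 0% = vehicle with enzyme and substrate and 100% = no enzyme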
proKLK7 act = activators of human kallikrein-7 zymogen; P49862; purified proKLK7, EDANS-DABCYL substrate fluorescence; 100% is mature enzyme control, 0% vehicle; activation, % at 7 µM; actives 0.9% (n = 370,000);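 active = activation above the mean of all tested compounds plus 3 SD, computed per campaign excluding outliers beyond control limits, cut at about 13% in these data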
Target sequence (P49862 whole entry, looked up): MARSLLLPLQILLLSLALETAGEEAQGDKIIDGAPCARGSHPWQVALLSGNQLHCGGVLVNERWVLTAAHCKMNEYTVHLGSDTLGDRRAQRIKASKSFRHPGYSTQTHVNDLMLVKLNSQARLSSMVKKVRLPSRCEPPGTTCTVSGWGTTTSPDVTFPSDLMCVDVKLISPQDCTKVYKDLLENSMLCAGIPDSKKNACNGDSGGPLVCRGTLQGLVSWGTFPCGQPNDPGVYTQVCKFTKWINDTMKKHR
ARFGAP1 inh = inhibits rat ARF GTPase activating protein 1. Q62848. Arfgap1-stimulated ARF1 GTP hydrolysis, GDP FP detection. inhibition, % at 16.5 µM. actives 0.26% (n = 360,000);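 active = inhibition above a per-plate limit, mean inhibition of low control wells plus 3 SD, cut at about 25% in these data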;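 note: 0% = DMSO wells with enzyme and 100% = wells lacking Arfgap1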
Target sequence (Q62848 1-136 limits assumed): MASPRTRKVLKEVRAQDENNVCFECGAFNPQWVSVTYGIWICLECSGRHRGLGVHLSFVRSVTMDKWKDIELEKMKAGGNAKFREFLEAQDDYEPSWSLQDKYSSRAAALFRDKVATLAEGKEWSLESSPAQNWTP
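Assay system: Rat Arfgap1 GAP domain (His6, aa 1-136), purified enzyme | Buffer or medium: HEPES 25 mM pH 7.5, NaCl 150 mM, MgCl2, DTT | Schedule: GTP hydrolysis reaction 2 h at 25 °C | Signal: FP of antibody-bound GDP Alexa 633 tracer, ex 620/em 688 nm | Measure: Percent inhibition of Arfgap1-stimulated GTP hydrolysis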
ADAM17 inh = ADAM17 inhibition, QFRET primary screen. recombinant ADAM17, EDANS/DABCYL FRET peptide cleavage. AID 720648. inhibition, % at 6.95 µM. actives 0.83% (n = 370,000). P78536;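 active = inhibition above the mean of compounds lying between control limits plus 3 SD, set per campaign, cut at about 8.5% in these data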;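 note: 0% = DMSO-only wells as the low control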
PLC-gamma1 inh = blocks human PLC-gamma1 enzyme activity; P19174; purified PLC-gamma1, fluorogenic substrate, fluorescence; inhibition, % at 12.2 µM; actives 0.84% (n = 370,000); in the data active = inhibition above about 9.5%
* hit, by the source's call; i = inactive; . = no result given. Rows were taken by chance, and some 4.1% of all compounds hit somewhere here.

SMILES	PLCb3 inh	UHRF1 MBD2 ctr	Tn6 DDE FP	Tn7 DDE FP	MBD2 inh	ASAP1 GAP inh	proKLK7 act	ARFGAP1 inh	ADAM17 inh	PLC-gamma1 inh
COc1cccc(Nc2nc(-c3ccccc3O)nc3ccccc23)c1	-15	-3	3	-4	2	0	5.3	12	-3	-7
Cc1ccc(OCCC(=O)Nc2ccc(S(=O)(=O)Nc3cc(C)nc(C)n3)cc2)cc1	-8	-1	-6	-5	3	14	0.0	5	-1	1
O=C(NS(=O)(=O)c1ccc2ccc(S(=O)(=O)NCCSc3ccccc3)cc2c1)c1cccc2ccccc12	-12	1	-12	1	5	-1	0.4	-3	1	-5
CCOC(=O)c1cnc(C(F)(F)F)nc1Oc1ccccc1	-9	5	-1	-1	5	1	0.8	3	-4	1
CCCCOc1ccc(-n2nc(C)cc2C)nn1	4	-1	0	6	3	-16	0.7	-2	0	5
COc1cc2c(=O)n(-c3ccc(C)cc3)c(=O)n(CC(=O)c3ccc4c(c3)OCO4)c2cc1OC	0	7	-8	-1	1	-2	0.5	13	-4	1
c1ccc(CSc2nnc(-c3sccc3-n3cccc3)o2)cc1	-18	0	0	2	3	-19	0.6	0	-2	-14
O=C(CSc1nnc(-c2ccncc2)n1Cc1ccco1)Nc1nc(-c2ccccc2)cs1	-2	-2	-1	-1	-4	14	0.5	13	-2	3
O=C1CCCC2=C1C(c1cccs1)n1nc(SCc3ccc(C(=O)O)cc3)nc1N2 (configuration not stated)	-158	-1	5	0	-2	0	-14	-5	-50	-106
COCCn1c(C)cc(C(=O)COC(=O)CCN2C(=O)c3ccccc3C2=O)c1C	-1	-1	-7	-5	-2	-3	-0.3	1	-4	-1
CCCCCCCC(=O)Nc1ccc(C(=O)N/N=C/c2cccc([N+](=O)[O-])c2)cc1	-1	-3	1	3	-2	-8	0.4	1	-2	1
CC(Oc1ccccc1)c1nnc(SCC(=O)NC2CC2)n1C (configuration not stated)	-6	-3	-4	-7	-2	20	-0.3	-9	-5	-1
COc1ncnc2c1ncn2CCCN(C)Cc1ccco1	2	1	-5	0	-3	7	0.4	-12	-6	3
Cn1c(O)c(N=NC(=S)Nc2ccccc2F)c2cc(S(=O)(=O)N3CCOCC3)ccc21	-1	-2	7	5	1	-7	-0.2	-5	1	1
Cc1ccc(S(=O)(=O)NCc2nc3nc(C)cc(C)n3n2)c(C)c1	4	0	-2	-1	2	3	0.6	6	0	5
COc1ccc(-c2nn(C)c(=O)c3ccccc23)cc1CNC(=O)C1CCCCC1	-16	-1	0	-1	0	-1	0.8	-7	-4	-3
CC(=O)c1c(C)[nH]c(C(=O)NC2CCCCC2)c1C	3	-2	1	-3	-1	7	-0.3	0	-4	3
Cc1ccc(C)n1-c1nnc(N2CCC(C(=O)NCCCN3CC(C)CC(C)C3)CC2)s1 (configuration not stated)	-11	-3	1	-16	-5	-5	2.0	-4	-4	-2
COc1ccc(C)cc1NC(=O)C(=O)N/N=C(\C)CC(=O)Nc1cccnc1	0	4	-6	-4	-2	1	0.6	12	8	-1
O=C(c1cccs1)N1CCC(Cc2ccccc2)CC1	2	1	-10	14*	-8	-3	-0.1	-3	-1	4

Already shown: an excerpt of the list.
SMILES	PLCb3 inh	UHRF1 MBD2 ctr	Tn6 DDE FP	Tn7 DDE FP	MBD2 inh	ASAP1 GAP inh	proKLK7 act	ARFGAP1 inh	ADAM17 inh	PLC-gamma1 inh
COc1ccc(C)cc1NC(=O)C(=O)N/N=C(\C)CC(=O)Nc1cccnc1	0	4	-6	-4	-2	1	0.6	12	8	-1
O=C(c1cccs1)N1CCC(Cc2ccccc2)CC1	2	1	-10	14*	-8	-3	-0.1	-3	-1	4

Entries listed above that bear a hit mark in Tn7 DDE FP:
SMILES	PLCb3 inh	UHRF1 MBD2 ctr	Tn6 DDE FP	Tn7 DDE FP	MBD2 inh	ASAP1 GAP inh	proKLK7 act	ARFGAP1 inh	ADAM17 inh	PLC-gamma1 inh
O=C(c1cccs1)N1CCC(Cc2ccccc2)CC1	2	1	-10	14*	-8	-3	-0.1	-3	-1	4

The list goes on:
SMILES	PLCb3 inh	UHRF1 MBD2 ctr	Tn6 DDE FP	Tn7 DDE FP	MBD2 inh	ASAP1 GAP inh	proKLK7 act	ARFGAP1 inh	ADAM17 inh	PLC-gamma1 inh
CN1CCN(c2ccc(S(=O)(=O)N3CCCCC3)cc2NC(=O)COc2ccc(F)cc2)CC1	-4	-2	4	0	3	-1	-0.5	-14	-1	-5
CCCCn1c(SCC(=O)NCC2CCCO2)nc2ccc(N3CCOCC3)cc2c1=O (configuration not stated)	i	-4	1	2	-5	-1	8.8	6	-73	i
CCC(=O)N(CCC(Cc1ccccc1)c1ccc2c(c1)OCO2)Cc1ccccc1F (configuration not stated)	6	25*	0	8	3	6	0.4	-13	7	7
O=C(c1cccc(F)c1F)N(Cc1ccccn1)CC1CCCO1 (configuration not stated)	0	-1	-4	-5	0	.	-0.3	.	1	0
O=C(c1csc2ccccc12)N1CCN(c2ccccn2)CC1	0	-2	-6	-10	2	21	-1.1	8	-3	0
C=CCn1c(-c2sc3nc(C)cc(C)c3c2N)n[nH]c1=S	i	-4	-1	1	-6	-4	3.9	-5	-20	i
Cc1ccc(CNC(=O)COC(=O)c2ccc(Br)cc2)cc1	-4	0	-3	4	5	4	0.3	5	-4	-3
CCC(c1nnnn1-c1c(C)cccc1C)N1CCN(CCN2CCOCC2)CC1 (configuration not stated)	2	-4	5	-4	3	3	0.8	-4	-3	-4
CNS(=O)(=O)c1cccc(C(=O)OCC(=O)Nc2nc(OC)cc(OC)n2)c1	-6	7	1	0	-1	-1	-0.1	6	-5	2
O=C(Nc1ccc2c(c1)CCC2)c1cccc(S(=O)(=O)N2CCN(c3ccccc3)CC2)c1	-12	0	0	-7	0	0	-1.0	-6	9.1*	-8
Cc1ccc(C=Nc2ccccc2C#N)s1	1	0	0	-1	3	-12	0.1	3	0	0
CN1Cc2c(N3CCOCC3)nc(SCCC#N)c(C#N)c2CC1(C)C	-38	-1	0	-1	-3	-3	2.4	-1	-12	-20
CCCCc1nc(NCCN)c(C#N)c2c1CSC(C)(C)C2	-14	2	-8	1	5	1	0.7	0	-21	-8
CSCCC1NC(=O)N(CC(=O)N2CCc3ccccc3C2)C1=O (configuration not stated)	-5	1	-3	-3	0	0	0.3	3	-3	1
COc1cc(CNCCc2ccc(S(N)(=O)=O)cc2)ccc1OCC(=O)NC(C)(C)C	4	3	0	7	2	3	-0.7	-4	-5	-2
CC12CCC(=O)N1C(C(=O)Nc1cc(S(=O)(=O)N3CCCCCC3)ccc1OCC(F)(F)F)CS2 (configuration not stated)	-3	-1	0	-2	5	5	0.3	14	-2	11*
CCOC(=O)C1CCN(c2nc(-c3ccccc3)nc3c2oc2ccccc23)CC1	-6	0	-2	-3	1	14	-0.2	5	-6	-1
O=[N+]([O-])c1ccccc1NCc1c(O)ccc2ccccc12	-10	-6	0	1	-1	9	0.3	-14	-13	-5
C=CCSc1n[nH]c(-c2ccccc2)n1	1	0	-7	0	0	15	0.6	-4	-7	2
Cc1c(Cl)cccc1Nc1nc(N)nc(CSCCO)n1	0	0	5	7	1	-12	-0.3	-5	-2	1
CSc1cccc(NC(=O)Nc2nc3c(C)cccc3s2)c1	-39	0	-10	6	-4	6	0.3	1	-3	0
COc1ccc(-n2nc(C(C)=O)c(=O)[nH]c2=O)cc1	-1	1	-2	9	-1	-13	0.1	7	-3	-2
CCCNC(=O)c1cc(C2CCCCN2C(=O)c2ccccc2)on1 (configuration not stated)	3	-3	-2	8	-6	-13	0.5	-6	3	0
Cc1ccccc1NC(=O)Cc1nc(COC(=O)c2nccnc2N)cs1	-81	-2	-2	2	0	3	2.1	2	-124	-56
O=C(NCCO)c1ccc2[nH]c3ccccc3c2c1	-68	-3	0	3	-3	0	2.5	-15	-43	-54
CC(C)C[C@@]12C(=O)N(c3cccc(Cl)c3)C(=O)N1[C@H](c1ccc(F)cc1)[C@@H]1C(=O)N(C3CCCCC3)C(=O)[C@@H]12	0	0	4	3	4	17	-0.1	6	-2	0
Cc1c(NC(NC(=O)CC(C)C)C(Cl)(Cl)Cl)c(=O)n(-c2ccccc2)n1C (configuration not stated)	1	-1	14	1	1	11	0.5	-13	0	-1
COc1ccc(S(=O)(=O)N2CCOCC2)cc1NC(=O)CN1CCCC1	-6	2	5	4	1	-13	-0.3	9	-1	0
COC(=O)[C@@]1(C(C)C)N=C(c2cc(OC)c(OC)c(OC)c2)[C@]2(O1)C(=O)Nc1ccccc12	0	4	-10	-5	-3	8	-0.1	4	-2	1
Cc1nnc(Oc2ccc([N+](=O)[O-])cc2)c2ccccc12	-29	3	3	-3	-1	8	0.4	7	0	1
CCOC(=O)C1CCCN(C(=O)c2cc(S(=O)(=O)N3CCCCC3)ccc2C)C1 (configuration not stated)	-8	2	0	-2	2	-3	0.5	7	-6	1
CC(C)(C)NC(=O)C(c1cccs1)N(C(=O)c1csnn1)c1ccccc1F (configuration not stated)	0	2	-1	1	-4	4	0.5	-5	3	-3
COc1cc2nc(C3CC3)n(NC(=O)c3ccc(Cl)cc3)c(=O)c2cc1OC	3	-6	-4	-4	4	1	0.7	-11	-2	1
CCOc1ccc(CC(=O)OCN2C(=O)c3ccccc3C2=O)cc1	-1	1	2	6	1	2	-0.1	-2	3	2
CC(C)(NO)/C(=N\O)c1ccccc1	2	1	3	4	-2	-4	0.2	0	-4	-2
Cn1c(SCC(=O)c2ccc(F)cc2)nnc1-c1ccccc1N	0	8	4	2	-1	1	0.1	-6	-6	-2
CC(C)(C)NCC(O)COc1ccccc1C1CCCC1 (configuration not stated)	3	2	0	-2	-1	-2	0.2	3	-4	3
COc1ccc(N(CC(=O)NN=C2CCCCCCC2)S(=O)(=O)c2ccccc2)cc1Cl	0	4	5	-1	1	11	-0.6	-4	3	-2
COc1ccc(N2C3=C(C(=O)CC(C)(C)C3)C(c3cnn(C)c3)C3=C2CC(C)(C)CC3=O)cc1	i	1	-1	-4	-2	4	21*	2	i	-464
COc1cc(-c2noc(C)c2/C=C/c2ccc(OC(C)=O)cc2)cc(OC)c1OC	-4	-1	-3	-12	-2	-7	0.3	0	7	-2
CS(=O)(=O)N1CCCC(C(=O)NCc2ccccn2)C1 (configuration not stated)	1	0	2	1	0	-3	0.9	-8	-2	-3
O=C(CSc1ccc(-c2cccnc2)nn1)Nc1ccc(Br)cc1	-4	-3	-3	0	-5	-18	-0.1	1	-1	-2
S=c1[nH]c2ccc(Cc3ccc4[nH]c(=S)[nH]c4c3)cc2[nH]1	-9	1	-3	-5	0	-1	-0.4	0	6	2
Cc1ccc(OCC(=O)N(C)C2CCCCC2)c([N+](=O)[O-])n1	7	3	3	-5	-3	-1	0.1	2	3	6
Cc1nc2cc(OCc3cc(C(=O)NC(C)c4cn(C)nc4C)no3)ccc2s1 (configuration not stated)	-8	-2	-3	-1	1	6	-0.3	-1	-5	-2
Cc1ccn2c(=O)nc(SCC(=O)NCc3ccco3)nc2c1	-7	4	-6	6	3	-11	0.2	8	-4	-5
COc1ccc(NC(=O)c2cccnc2Cl)c(S(=O)(=O)N2CCOCC2)c1	1	3	-1	-9	5	-3	0.2	21	-3	0
